Statin myotox sup = suppression of simvastatin myotoxicity. C2C12 myotubes + simvastatin, ATP luminescence, 48 h; scaled: DMSO 0, geranylgeraniol control 100. rescue of ATP level, % at 7.49 µM. AID 602340. 330,000 compounds, 0.78% hits;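 active = mean ATP rescue above about 67%, or every replicate alone reaching that limit, limit read from the data, passing the limit was not always enough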;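 note: myotubes were challenged with 10 µM simvastatin during compound exposure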
Casp6 inh = caspase-6 (human) enzyme inhibition; purified caspase-6, Z-VEID-R110 cleavage fluorescence; inhibition, % at 12.5 µM; 350,000 compounds, 0.53% hits; AID 686996;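 active = mean inhibition across replicates at least about 35%, with every replicate also reaching that limit, limit read from the data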;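 note: 0% = median of neutral control wells and 100% = no fluorescence left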
Target sequence (P55212 24-179 limits assumed): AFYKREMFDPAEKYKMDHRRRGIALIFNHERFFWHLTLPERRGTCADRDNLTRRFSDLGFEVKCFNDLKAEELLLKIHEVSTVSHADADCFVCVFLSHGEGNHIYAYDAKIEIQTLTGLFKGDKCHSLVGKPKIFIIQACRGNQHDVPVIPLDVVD
Target sequence (P55212 194-293 limits assumed): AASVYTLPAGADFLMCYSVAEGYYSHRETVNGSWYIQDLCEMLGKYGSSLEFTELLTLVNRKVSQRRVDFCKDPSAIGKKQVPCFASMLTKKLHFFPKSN
FN deposit inh = fibronectin deposition inhibition; AH1F fibroblasts, Alexa488-fibronectin deposition fluorescence, overnight; 350,000 compounds, 0.086% hits; inhibition, % at 12.6 µM;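 active = mean inhibition across replicates of 30% or more, regardless of how many single replicates reach that level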;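 note: positive control wells lacked labelled fibronectin entirely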
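Assay system: AH1F fibroblast monolayer, labelled fibronectin deposition. Amount: 10000 cells per well. Also added: labelled fibronectin 24 nM. Compound: single-point pinned compound. Incubation: cell attachment 1 h, compound and FN exposure overnight. Detection: fluorescence after three HBSS washes, excitation 485 nm, emission 525 nm. Read-out: inhibition of fibronectin deposition signal.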
LGR2 inh = Drosophila LGR2 receptor signaling inhibition; AID 720647; 380,000 compounds, 0.35% hits; HEK293 LGR2, CRE-luciferase, bursicon-stimulated, 4 h; inhibition, % at 9.99 µM;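 active = drop in luminescence signal, shown as inhibition above about 50% in the replicate tests, limit read from the data, passing the limit was not always enough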;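 note: agonist challenge used bursicon conditioned medium at about half maximal strength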
S100A4 MyoIIA = blocks human S100A4 binding to myosin IIA peptide; AID 652163; inhibition, % at 10.7 µM; S100A4/TAMRA-MyoIIA peptide fluorescence polarization; 360,000 compounds, 0.14% hits; P26447;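 active = mean inhibition of at least 70% across replicates, with every replicate also reaching that level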
Target sequence (P26447 whole entry, looked up): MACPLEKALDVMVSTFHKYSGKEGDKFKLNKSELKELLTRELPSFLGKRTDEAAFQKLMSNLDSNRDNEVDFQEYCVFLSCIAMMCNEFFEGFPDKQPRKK
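Assay system: human S100A4 monomer with TAMRA-labelled myosin IIA peptide / Buffer or medium: Calcium-containing HEPES buffer, pH 7.2 / Reagent: TAMRA-labelled myosin IIA heavy-chain peptide probe, 5 nM / Compound: one dose per compound / Timing: polarization read 5 min after assay mix addition, stable 5–60 min / Benchmarks: neutral control DMSO, positive control TFP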
esBAF inh = SWI/SNF esBAF complex inhibition; mouse ES cells, Bmi1-luciferase knock-in reporter, 24 h; 100% = twice the neutral-well signal; reporter increase, % at 12.5 µM; 350,000 compounds, 2% hits; AID 602393; in the data active = activation above about 40%;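 note: 0% = median of the plate's neutral control wells and 100% = double that signal; a rise in the Bmi1 reporter signal indicates esBAF inhibition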
SIRT5 block = inhibitors of human sirtuin-5 desuccinylase; Purified SirT5, succinyl-peptide AMC, trypsin-coupled fluorescence; Q9NXA8; 330,000 compounds, 1.1% hits; inhibition, % at 15 µM; AID 652115; in the data active = inhibition above about 15%
Target sequence (Q9NXA8 whole entry, looked up): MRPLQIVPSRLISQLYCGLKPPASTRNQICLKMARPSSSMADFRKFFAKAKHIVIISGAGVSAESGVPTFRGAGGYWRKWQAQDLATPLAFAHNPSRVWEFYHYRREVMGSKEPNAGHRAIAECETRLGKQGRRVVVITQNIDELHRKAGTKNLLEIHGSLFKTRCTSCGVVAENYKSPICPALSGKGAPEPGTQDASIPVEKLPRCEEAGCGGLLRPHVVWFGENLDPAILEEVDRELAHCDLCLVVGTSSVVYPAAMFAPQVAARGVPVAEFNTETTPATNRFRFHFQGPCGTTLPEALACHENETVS
* hit, by the source's call; . = not tested or not shown; & = joins results of further samples.

compound	Statin myotox sup	Casp6 inh	FN deposit inh	LGR2 inh	S100A4 MyoIIA	esBAF inh	SIRT5 block
O=C(Nc1nccs1)c1ccccc1[N+](=O)[O-]	.	0	3	.	10	.	-7
COc1ccc(NC(=O)N2[C@@H]3CNC[C@H]2C3c2ccc(-c3cccc(C(=O)N(C)C)c3)cc2)cc1 (some centres not stated)	.	5&6	-3&-7	-8&-13	7&-5	.	-2&-2
O=C(CN1CCCCC1)N/N=C/c1cc2ccccc2nc1Cl	3	1	-12	-1	7	3	-4
O=C(NCc1ccccc1)NC1(C(=O)N2CCOCC2)CCCCC1	26	.	-6	.	.	-2	.
Cc1noc(C)c1NC(=O)Nc1cccc2c1O[C@@H](CN(C)Cc1ccncc1)[C@H](C)CN([C@@H](C)CO)C2=O	-12	-1	.	-13	22	-1	-4
CO[C@@H]1CN(C)C(=O)c2cc(NC(=O)Nc3ccc(Cl)cc3)ccc2OC[C@@H](C)N(C(=O)Nc2c(C)noc2C)C[C@H]1C	2	.	-1	-6	.	7	.
CCCc1cc(=O)n2[nH]cc(-c3ccc(Cl)cc3)c2n1	6	-1	3	9	-5	0	0
CN(C(=O)c1cc(S(=O)(=O)N2CCc3ccccc32)cn1C)C1CCCCC1	-3	0	-2	.	4	6	-2
C[C@@H]1CN([C@H](C)CO)C(=O)c2cccc(NC(=O)CCCCCC(=O)Nc3ccccc3N)c2O[C@@H]1CN(C)C	.	0	.	-1	3	.	0
O=C(CCNC(=O)c1ccccc1Cl)Nc1cccc(C(F)(F)F)c1	3	-1	.	-10	-4	1	0
COCCn1c(SCC(=O)N2CC(=O)Nc3ccccc32)nc2ccccc2c1=O	.	0	-10	-4	-3	.	-2
Cc1onc(-c2ccccc2Cl)c1C(=O)N1CCN(c2cccc(Cl)c2)CC1	.	-2	24	-7	4	-5	-2
Cc1ccc2c(c1)c(N=O)c(O)n2Cc1ccc(Cl)cc1	.	6	7	-13	3	.	2
O=C(O)COc1ccccc1/C=N/NC(=O)CSc1nnc(SCc2cccc3ccccc23)s1	.	37*	-2	-23	-16	.	17*
CCCNC(=O)N1CCC2(CC1)CN(S(C)(=O)=O)[C@H](CO)c1c2c2ccc(OC)cc2n1C	.	2	.	10	-7	.	-2
COc1ccc(-c2nc(C)sc2CC(=O)O)cc1OC	.	5	1	-11	-2	.	.
COc1ccccc1OCCC(=O)O	-8	4	-6	27	-6	-3	-2
C/C=C/c1ccccc1[C@H]1[C@@H](CO)N(C(=O)NC2CCCCC2)[C@H]1C#N	.	-1	-1	-12	13	.	0
Cc1csc(=Nc2ccccc2)n1C	4	-1	-15	9	-4	4	-2
COc1cccc(-c2ccc3c(c2)[C@H]2[C@H](CCN2C(=O)Cc2ccncc2)[C@H](CO)N3)c1	24	-5	-17	-11	0	40	7
COc1cccc(C#Cc2cnc3c(c2)C(=O)N([C@H](C)CO)C[C@H](C)[C@H](CN(C)C(C)=O)O3)c1	9	2	-9	7	-7	2	-3
Cn1c(SCC(=O)Nc2ccc(N3CCOCC3)c(Cl)c2)nnc1C(O)c1ccccc1 (configuration not stated)	11	.	.	6	.	9	.
O=C(c1ccc(F)c(S(=O)(=O)N2CCOCC2)c1)N1CCc2ccccc21	4	-3	7	-9	1	6	-4
CN1CCN(c2cc(-c3cc(O)c4ncccc4c3)ccn2)CC1	-12	.	14	8	-5	-22	.
C[C@H](CO)N1C[C@H](C)[C@H](CN(C)C)Oc2cc(-c3ccc(C(=O)N(C)C)cc3)ccc2S1(=O)=O	1	1	2	13	-23	3	-1
CO[C@H](CN(C)C(=O)c1ccccc1F)[C@@H](C)CN([C@@H](C)CO)S(=O)(=O)c1ccc(Cl)cc1	-8	1	5	3	4	1	-1
COc1ccc(-n2nc([N+](=O)[O-])c(=NCc3ccco3)n2O)cc1	7	.	1	-13	-22	-1	-1
CCCCNc1cccc2c1S(=O)(=O)N[C@H](CC(C)C)CO2	.	-4	4	-17	-4	.	-3
CC1CCN(C(=O)c2ccc(CSc3nc4ccncc4n3Cc3ccc(F)cc3)cc2)CC1	19	2	12	-10	9	31	0
COc1cccc(CNC(=O)CSc2nnc3c(n2)[nH]c2ccccc23)c1	2	-6	-5	10	-4	-2	-2
C[C@@H]1CN([C@@H](C)CO)C(=O)c2cc(C#CC3CCCCC3)cnc2O[C@H]1CN(C)C	-132	.	-2	-5	.	-5	.
COc1ccc(CCNC(=O)NCCc2c[nH]c3ccccc23)cc1OC	2	0	1	-1	3	2	5
C=CCOC(=O)C1=C[C@H](c2csc3ccccc23)[C@@H](CCCO)[C@H](OCC)O1	14	-2&6	-7	-1	-6&-1	3	0&-5
C/C=C/c1cnc2c(c1)C(=O)N([C@@H](C)CO)C[C@H](C)[C@@H](CN(C)C(=O)Nc1ccc(F)cc1)O2	2	4	-27	0	2	0	16*
CCc1ccc(C2=NN(CCC(=O)NCC3CCCO3)C(=O)CC2)cc1 (configuration not stated)	-4	-1	-2	1	-3	1	-1
O=C(Cc1csc(N2CCOCC2)n1)N/N=C/c1ccc(Cl)cc1Cl	12	.	-4	.	.	6	.
COc1ccc(-c2ccc([C@H]3[C@H](CO)N4C(=O)CN(C(=O)c5ccccc5)C[C@@H]34)cc2)cc1	.	0	.	8	13	.	0
NC(c1csc(Nc2ccc(C(=O)c3ccccc3)cc2)n1)c1ccccc1Cl (configuration not stated)	-18	-3	-5	12	1	-1	-11
COc1ccc2c3c(n(C)c2c1)[C@@H](CO)N(C(=O)C1CCCC1)CC31CN(C(=O)CC2CC2)C1	.	0	-14	-5	5	.	-4
C[C@@H]1CN([C@H](C)CO)C(=O)CCCn2nncc2CO[C@H]1CN(C)C(=O)Nc1ccc(N2CCCCC2)cc1	-4&16&-9	-4&-2&1	-1&-2	-5&-3	-25&-16&-22	-1&1&-2	-1&-1&-1

Remaining list, next part
SMILES | Statin myotox sup | Casp6 inh | FN deposit inh | LGR2 inh | S100A4 MyoIIA | esBAF inh | SIRT5 block
CCC(C)(C)NC(=O)CN(Cc1ccco1)C(=O)CCC(=O)Nc1nccs1 | -2 | 1 | -2 | -1 | -4 | 3 | -5
O=C(Nc1ccn(CCCN2CCN(Cc3ccc(F)cc3)CC2)c(=O)n1)OCc1ccccc1 | 9 | 0 | 1 | 1 | -1 | -5 | 3
CCC(=O)N1C[C@@H](O)COC[C@@H]2O[C@H](CC(=O)NCc3ccccc3Cl)CC[C@H]21 | -14 | . | -8 | 4 | . | -5 | .
COc1cc(/C=N/Nc2ccc(F)cc2F)cc(OC)c1OC | . | 0 | -2 | -7 | -2 | . | -2
Cc1ccc(S(=O)(=O)N(C)C[C@H]2OCCCC[C@@H](C)Oc3ccc(NC(=O)Nc4ccc(C(F)(F)F)cc4)cc3C(=O)N([C@@H](C)CO)C[C@@H]2C)cc1 | . | 2 | -10 | -22 | 9 | 1 | -5
CCN1CCN(c2ccc(NC(=O)COc3ccc([N+](=O)[O-])cc3)cc2)CC1 | 3 | -12 | 3 | 0 | 3 | -4 | -1
N/C(Cc1ccc([N+](=O)[O-])cc1)=N\OC(=O)c1ccc(Br)o1 | . | 0 | 1 | -6 | 2 | . | -2
O=[N+]([O-])c1cc2c(ccc3occc32)o1 | . | 7 | 9 | 24 | 1 | . | .
CCN(CC)c1ccc(NC(=O)c2ccccn2)cc1S(=O)(=O)Nc1ccccc1OC | 9 | 1 | . | -5 | -5 | 2 | -3
Cn1c(=O)c2c(SCC(=O)N3CCOCC3)nc(C3CC3)nc2n(C)c1=O | -5 | -4 | 6 | -11 | -7 | -6 | -1
O=[N+]([O-])c1cccc(S(=O)(=O)N2CCC(c3nc(-c4ccncc4)no3)CC2)c1 | 5 | 1 | . | 4 | -4 | 2 | .
CCn1ccnc1CNCc1cn(-c2cc(C)ccc2C)nc1-c1ccccc1 | . | 0 | 0 | 7 | -8 | . | 1
CCOc1ccc(C(=O)N(CN2CCCC2=O)c2cccc(Cl)c2)cc1 | . | 1 | . | -19 | 6 | . | 0
Cc1nn(Cc2c(F)c(F)c(F)c(F)c2F)c(C)c1NC(=O)c1ccnn1C | 6 | -2 | -4 | 3 | 1 | -7 | 5
CCOc1ccc(-c2c[n+]3c(n2-c2ccccc2)CCCCC3)cc1 | . | -3 | -5 | 28 | 2 | . | -2

Reformatted field by field: part of the list above
C[C@H](CO)N1C[C@H](C)[C@H](CN(C)C)Oc2cc(-c3ccc(C(=O)N(C)C)cc3)ccc2S1(=O)=O
  Statin myotox sup: 1
  Casp6 inh: 1
  FN deposit inh: 2
  LGR2 inh: 13
  S100A4 MyoIIA: -23
  esBAF inh: 3
  SIRT5 block: -1
O=C(CCNC(=O)c1ccccc1Cl)Nc1cccc(C(F)(F)F)c1
  Statin myotox sup: 3
  Casp6 inh: -1
  FN deposit inh: .
  LGR2 inh: -10
  S100A4 MyoIIA: -4
  esBAF inh: 1
  SIRT5 block: 0

Remaining list, next part
SMILES | Statin myotox sup | Casp6 inh | FN deposit inh | LGR2 inh | S100A4 MyoIIA | esBAF inh | SIRT5 block
CCn1c(SCC(=O)Nc2nc(C)cs2)nnc1-c1ccco1 | 0 | . | 5 | . | . | 2 | .
CN1[C@@H]2c3ccc(C4=CCCC4)c(=O)n3C[C@H]1[C@H](CO)[C@H]2C(=O)NC1Cc2ccccc2C1 | -26 | -1 | . | 24 | -4 | -2 | -8
C1=NN(c2ccccc2)C=NN1c1ccccc1 | -5 | -1 | -5 | 10 | -3 | 69* | 0
O=C(c1cccnc1)N1CCC(Oc2ccc(C(=O)N3CCCCO3)cc2)CC1 | -8 | 1 | 5 | 9 | -2 | -4 | -1
O=C(C[C@H]1CC[C@H]2NC[C@@H](O)COC[C@@H]2O1)NCCN1CCCCC1 | -10 | . | -6 | -17 | . | 3 | .
O=C(NCCCNC(=O)c1cnccn1)c1ccc(Cl)c(Cl)c1 | -6 | 0 | -9 | 15 | 3 | -11 | 2
CN(C)S(=O)(=O)c1ccc(Cl)c(NC(=O)CN2C(=O)NC3(CCc4ccccc43)C2=O)c1 (configuration not stated) | -2 | 6 | . | -8 | -5 | 1 | -1
COc1ccc(CCN2C(=O)c3ccccc3C2c2nnnn2C(C)C)cc1OC (configuration not stated) | . | -1 | -2 | 7 | 1 | . | -4

Entries listed so far with a CF3 group, in the order listed:
SMILES | Statin myotox sup | Casp6 inh | FN deposit inh | LGR2 inh | S100A4 MyoIIA | esBAF inh | SIRT5 block
O=C(CCNC(=O)c1ccccc1Cl)Nc1cccc(C(F)(F)F)c1 | 3 | -1 | . | -10 | -4 | 1 | 0
Cc1ccc(S(=O)(=O)N(C)C[C@H]2OCCCC[C@@H](C)Oc3ccc(NC(=O)Nc4ccc(C(F)(F)F)cc4)cc3C(=O)N([C@@H](C)CO)C[C@@H]2C)cc1 | . | 2 | -10 | -22 | 9 | 1 | -5

High-throughput results deposited in PubChem by Broad Institute.

A portion of the library. The share of hits here may be higher or lower than overall.
